# Bioassay records as filed in PubChem.
# Epigenetic reg – Quantitative High-Throughput Screen for Regulators of Epigenetic Control; Potency, µM (titrated, usually from 53.9 µM), inactives show top-dose GFP activation, most hits filed as activators; murine LDR cells, GFP reporter derepression, 30 h; hit rate 0.2% among 280,000; note: % of control where 0% means no effect; nearly all actives have a fitted effect of over 60% in size
#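 In this reporter-derepression format, murine cells bearing a silenced integrated CMV-GFP locus incubate with test compound (30 h, 37 C), then are washed and imaged; fluorescent objects of 20–120 um count as induced cells.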
# RGS12 GoLoco inh – qHTS Assay for Inhibitors of RGS12 GoLoco Motif Activity (Red Fluorophore) | Guanine nucleotide-binding protein G(i) subunit alpha-1 (Homo sapiens), P63096 | Gai1:RGS12 GoLoco peptide FP, rhodamine, 10 min | Potency, µM (doses to about 61.6 µM), for inactives: at the highest dose activity, negative = inhibition, actives largely listed as inhibitors | hit rate 0.44% among 230,000; active = well fitted inhibition curve with a large enough effect, not every such curve was filed as active; inactive = no such curve, though single readings can be large or run the other way; note: % is set by controls: 0 for no effect and ±100 for the full control effect; nearly all actives have a fitted effect of over 30% in size; many of its hits are not listed in these tables
# IMPase Li inh – qHTS Assay for Identifying the Cell-Membrane Permeable IMPase Inhibitors: Potentiation with Lithium; Potency, µM (series often up to 59.4 µM), for inactives: at the top dose activity, negative = IMPase inhibition, most hits filed as inhibitors; CHO-M1 cells, IP1 TR-FRET (IP-One), carbachol + lithium; hit rate 0.35% among 210,000;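 note: IP1 builds up when IMPase is blocked and the TR-FRET signal falls; plate controls were basal vehicle for no effect and high inhibitor control for full effect; nearly all actives have a fitted effect of over 50% in size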
#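 Test compounds were applied to CHO-M1 cells previously cultured for 16–30 h at 2000 per well. A small lithium amount accompanied them; after 30 min at 37C, IP1 was quantified by TR-FRET.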
# KDM4E inh – qHTS Assay for Inhibitors of Human Jumonji Domain Containing 2E (JMJD2E); hit rate 1.6% among 230,000; JMJD2E catalytic domain, FDH-coupled NADH fluorescence (FDH is formaldehyde dehydrogenase); AID 2147, 2009; Lysine-specific demethylase 4E (Homo sapiens), B2RXH2; Potency, µM (doses to about 57.1 µM), for inactives: at the highest dose activity change, negative = inhibition, actives largely listed as inhibitors; active = well fitted inhibition curve with a large enough effect, not every such curve was filed as active; inconclusive = small, poorly fitted or top-dose-only effect, or another doubt; inactive = no such curve, though single readings can be large or run the other way;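 note: 0% = wells with enzyme and -100% = buffer wells without enzyme; nearly all actives have a fitted effect of over 50% in size; many of its hits are not listed in these tables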
# Target sequence (B2RXH2 1-337 limits assumed): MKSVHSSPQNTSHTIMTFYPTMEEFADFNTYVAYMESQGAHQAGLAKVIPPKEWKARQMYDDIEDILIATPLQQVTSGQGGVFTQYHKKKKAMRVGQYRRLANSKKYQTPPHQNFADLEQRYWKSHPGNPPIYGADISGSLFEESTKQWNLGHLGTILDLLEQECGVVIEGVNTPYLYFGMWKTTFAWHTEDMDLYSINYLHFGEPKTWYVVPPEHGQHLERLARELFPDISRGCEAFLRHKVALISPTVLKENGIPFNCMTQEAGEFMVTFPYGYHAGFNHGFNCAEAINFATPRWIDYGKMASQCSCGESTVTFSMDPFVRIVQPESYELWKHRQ
# KinaseGlo FLuc – Counterscreen for Luciferase (Kinase-Glo TM) Inhibition; Potency, µM (highest dose often 38.3 µM), for the others: at the top dose activity change, negative = inhibition, hits mostly inhibitors; Kinase-Glo luciferase, ATP luminescence, 8 min; Luciferin 4-monooxygenase (Photuris pensylvanica), Q27757; hit rate 0.28% among 200,000; note: % is set by controls: 0 for no effect and ±100 for the full control effect; nearly all actives have a fitted effect of over 60% in size
#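 Substrate mix (final 50 mM imidazole pH 7.2, 50 mM KCl, 7 mM MgCl2, 10 uM ATP, 0.01% Tween 20, 0.05% BSA) plus pin-tool compound, then Kinase-Glo detection mix; 8 min ambient, luminescence read.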
# NPSR antagonist – qHTS Assay for Antagonists of the Neuropeptide S Receptor: cAMP Signal Transduction; Potency, µM (series often up to 38.3 µM), for the others: at the top dose activity change, negative = inhibition, actives largely listed as inhibitors; CHO-NPSR cells, cAMP TR-FRET, antagonist mode; Q6W5P4; hit rate 1% among 220,000; note: % is set by controls: 0 for no effect and ±100 for the full control effect; nearly all actives have a fitted effect of over 50% in size; many of its hits are not listed in these tables
# RECQ1 helicase – qHTS Assay for Inhibitors of RecQ-Like Dna Helicase 1 (RECQ1). RECQ1 DNA unwinding, red fluorescence kinetic read. hit rate 0.54% among 240,000. ATP-dependent DNA helicase Q1 (Homo sapiens), P46063. Potency, µM (highest dose often 57.3 µM), for inactives: at the highest dose activity, negative = inhibition, actives largely listed as inhibitors;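 note: plate controls were vehicle for no effect and no enzyme for full effect; nearly all actives have a fitted effect of over 30% in size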
# Target sequence (P46063 whole entry, looked up): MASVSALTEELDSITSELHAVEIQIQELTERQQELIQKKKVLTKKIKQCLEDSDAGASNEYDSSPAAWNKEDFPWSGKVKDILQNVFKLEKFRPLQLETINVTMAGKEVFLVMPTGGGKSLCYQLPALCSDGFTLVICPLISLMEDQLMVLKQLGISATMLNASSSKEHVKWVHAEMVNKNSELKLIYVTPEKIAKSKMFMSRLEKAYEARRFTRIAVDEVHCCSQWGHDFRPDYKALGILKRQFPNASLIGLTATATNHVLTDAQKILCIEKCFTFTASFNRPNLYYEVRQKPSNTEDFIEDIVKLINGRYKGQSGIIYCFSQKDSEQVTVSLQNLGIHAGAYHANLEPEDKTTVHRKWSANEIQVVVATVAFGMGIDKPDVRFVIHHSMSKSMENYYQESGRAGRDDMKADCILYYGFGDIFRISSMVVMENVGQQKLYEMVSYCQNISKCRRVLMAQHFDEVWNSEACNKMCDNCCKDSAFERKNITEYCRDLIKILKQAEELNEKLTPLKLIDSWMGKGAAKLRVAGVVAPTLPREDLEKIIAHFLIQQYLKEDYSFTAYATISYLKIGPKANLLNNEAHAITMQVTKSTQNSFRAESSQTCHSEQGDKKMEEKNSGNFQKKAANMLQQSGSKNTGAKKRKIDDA
#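 RECQ1T1 50 nM; forked duplex (20 bp + 30-nt ss tails) 200 nM, ATP 2 mM final; pH 8.0, 2 mM MgCl2, 2.5 ug/ml poly(dI-dC); 15 min compound preincubation; discontinuous kinetic read over 2 h at RT.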
# SMN2 splice enh – qHTS Assay for Enhancers of SMN2 Splice Variant Expression | HEK293 SMN2-luciferase splicing reporter, luminescence, 30-36 h | Potency, µM (highest dose often 46.1 µM), for the others: at the top dose activity change, positive = activation, usual class: activators | hit rate 2.8% among 210,000 | AID 1458, 2008; note: % of control where 0% means no effect; nearly all actives have a fitted effect of over 55% in size
#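 HEK293 cells carry an SMN2 minigene-luciferase reporter in which exon 7 inclusion puts luciferase in frame. Cells were seeded at 2000 cells/well, attached for 10-12 hours, then exposed to compounds for 30-36 hours at 37C before ONE-Glo luminescence.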
# * marks the source's active call; other numbers are inactive results; i = inactive; u = inconclusive; x = not tested or not shown; [ ] = dose if it differs, or a comment. Unless noted, calls come from the whole dose curve; as a rule, active = well fitted curve in the direction sought with a large enough effect; inconclusive = small, poorly fitted or top-dose-only effect, or another doubt; inactive = no such curve, though single readings can be large; an effect the other way counts as inactive or inconclusive. Potency is the fitted concentration of half-maximal effect.
SMILES,Epigenetic reg,RGS12 GoLoco inh,IMPase Li inh,KDM4E inh,KinaseGlo FLuc,NPSR antagonist,RECQ1 helicase,SMN2 splice enh
COc1cccc(OC)c1OCCOc1ccc(C(=O)c2ccccc2)cc1,0.0%,-5%,10%,1%,0%,-6%,-14%,-15%
CCCCCn1c(=O)c(-c2nc3ccccc3c(=O)[nH]2)c(O)c2ccccc21,-2.2%,7%,2%,8%,3%,-5%[46.1 µM],i,u
CC(C)NC(=O)c1ccc2c(c1)S(=O)(=O)c1ccccc1C2=O,1.7%,0%,8%[38.3 µM],9%,-3%,-4%[46.1 µM],-3%,6%
CCOC(=O)C1CCN(S(=O)(=O)c2cccc(-c3csc(C)n3)c2)CC1,-0.8%,1%,20%[38.3 µM],-4%,3%,-12%[46.1 µM],-12%,-30%
N#Cc1ccc(COC(=O)c2cc(=O)c3ccccc3o2)cc1,4.3%,-12%,10%,-8%,0%,4%,-21%,19%
Cc1nnc(-c2ccc(Oc3ccc(Br)cc3)c([N+](=O)[O-])c2)o1,-1.3%,5%,-4%,-3%,-1%,-6%,2%,-60%[inhibitor]
C=CCC(CC=C)(NC(=O)c1ccccc1C(=O)O)c1ccccc1,0.0%,25%,-1%,4%,-2%,8%,1%,-4%
COc1cccc(-c2csc(/C(C#N)=C/Nc3cc4oc5ccccc5c4cc3OC)n2)c1,-1.3%,13%,-2%,2%,-2%,-28%,-1%,-19%
Cc1nn(CCC#N)c2nc(C(F)(F)F)[nH]c(=O)c12,0.0%,-13%,-22%[38.3 µM],-11%,11%,-23%[46.1 µM],10%,0%
O=C(C1=NOC(CNc2ncc(C(F)(F)F)cc2Cl)C1)N1CCOCC1 (stereo unspecified),2.3%,4%,-11%,13%,0%,7%,i,-2%
Cc1nn(-c2ccccc2)c(N)c1N=Nc1ccc2ccccc2c1,0.2%,8%,6%,0%,1%,-16%,-15%,13µM*
Cc1cc(N2CCCCC2)nc2ccc(NC(=O)c3ccc(Br)o3)cc12,6.2%,7%,34%[activator][38.3 µM],u,6%,u,-1%,-40%[inhibitor]
CC(C)NCC(=O)NC12CC3CC(CC(C3)C1)C2,-1.0%,2%,4%[38.3 µM],0%,-4%,3%[46.1 µM],i,-6%
Cc1cc(C(F)F)n2ncc(C(=O)NCc3ccc(F)cc3)c2n1,-3.3%,2%,x,-12%,x,-10%,-12%,x
Cc1n[nH]c(=O)[nH]c1=O,-1.1%[16.9 µM],-3%[21.6 µM],0%,4%[25.5 µM],2%[17.1 µM],x,i,5%[20.6 µM]
CCOC(=O)C1CCN(C(=O)Cc2c(F)cccc2Cl)CC1,0.0%,7%,1%[38.3 µM],2%,3%,-8%[46.1 µM],-7%,u
Cc1ccc(-c2nn3c(C)nnc3s2)cc1NC(=O)COc1ccc(Cl)cc1,2.9%,3%,11%[38.3 µM],-2%,-2%,-12%[46.1 µM],-2%,-11%
O=C(O)Cn1c(CCS(=O)(=O)c2ccc(Br)cc2)nc2ccccc21,0.7%,8%,-3%,-15%,0%,9%,i,15%
CC(C)=C1SC(N2CCN(c3ccc(C)cc3)CC2)=NC1=O,-1.0%,3%,4%,10%,2%,-17%,-5%,-18%
CC(C)OCC1CC(CC(=O)Nc2ccc([N+](=O)[O-])cc2)C(=O)O1 (stereo unspecified),0.9%,17%,-9%,-7%,1%,6%,-1%,x
COC(=O)CCCC(=O)Nc1ccc(Br)cc1,1.1%,6%,2%,2%,-1%,-3%,-12%,0%
COc1ccc([N+](=O)[O-])cc1NC(=O)c1ccc(-n2nc(C)cc2C)cc1,0.0%,7%,-2%,5%,1%,2%,-1%,-12%
COc1ccc(Oc2nc(-c3ccccn3)nc3ccccc23)cc1,u,9%,x,-16%,x,u,i,x
Cc1cccc(OCCCn2c(CO)nc3ccccc32)c1,3.1%,6%,x,0%,x,-15%,-5%,x
NC(=O)COC(=O)c1c2c(nc3ccccc13)CCCCC2,9.8%,2%,-3%,u,-1%,11%,-1%,4%
Cc1[nH]c(=O)c(C#N)cc1-c1ccccc1,-0.7%,1%,13%[38.3 µM],u,2%,-7%[46.1 µM],-3%,3%
O=C(N/N=C/c1cn(-c2ccccc2)nc1-c1cc2ccccc2o1)c1ccncc1,6.9%,12%,10%,-19%,0%,-26%,-13%,7.1µM*
Clc1cccc(NCc2nnc(SCc3ccccc3Cl)o2)c1,0.4%,0%,39%[activator][38.3 µM],-3%,-4%,-19%[46.1 µM],-7%,-33%[inhibitor]
O=C(CSc1nc2ccsc2c(=O)n1Cc1ccc(C(=O)O)cc1)NCc1ccco1,1.1%,-10%,-2%,-6%,2%,2%,-6%,-21%
C=CCN(Cc1nc(-c2cc(OC)ccc2OC)oc1C)C1CCS(=O)(=O)C1 (stereo unspecified),-0.1%,13%,-12%,-7%,-1%,19%,16%,x
Cc1ccc2[nH]c(=O)cc(C(=O)OC(C)C)c2c1,4.1%,19%,-12%,u,5%,4%,i,2%
O=C(Nc1cc(S(=O)(=O)N2CCCCC2)ccc1O)c1ccccc1NS(=O)(=O)c1ccc(F)c(F)c1,-1.0%,1%,-2%,u,1%,-13%,0%,16%
COC(=O)c1ccccc1NC(=O)CSCC(=O)Nc1ccc(F)cc1,-2.2%,-1%,9%[38.3 µM],-9%,-3%,-11%[46.1 µM],-5%,19%
CCOC(=O)C1=C(c2ccccc2)NC(=S)NC1c1cc([N+](=O)[O-])ccc1OC (stereo unspecified),0.8%,-15%,11%[38.3 µM],-6%,2%,-19%[46.1 µM],-14%,-2%
COc1ccc(C(=O)N2CCN(C(=O)c3ccc(-c4ccccc4)cc3)CC2)cc1OC,0.0%,7%,5%,-10%,1%,8%,i,x
NCC(=O)N[C@H](CO)C(=O)O,x,-5%[14.2 µM],-6%,x,-3%[7.66 µM],x,x,-4%[9.22 µM]
CCNc1nc(NCC)nc(OCC(=O)O)n1,-4.2%,2%,x,5%,x,17%,15%,x
Cc1c(NC(=O)C2CCCN2S(=O)(=O)c2cccc3nsnc23)cccc1C(=O)O (stereo unspecified),0.0%,0%,23%[38.3 µM],8%,3%,-1%[46.1 µM],-13%,-6%
CNC(=O)c1csc(Cc2c(Cl)sc3ccc(Cl)cc23)n1,-2.3%,4%,x,-1%,x,-11%,-17%,x
CCCCC(=O)Nc1ccc(C(=O)N2CCN(C)CC2)cc1,5.4%,-1%,-2%,-4%,-5%,2%[46.1 µM],1%,-2%
O=C(O)CC1SC(=O)N(Cc2ccccc2)C1=O (stereo unspecified),-1.0%,6%,-8%[38.3 µM],10%,9%,7%[46.1 µM],i,-18%
O=C(CSc1nc2ccccc2c(=O)n1Cc1ccco1)c1ccccc1,-1.0%,3%,40%[activator][38.3 µM],-4%,-2%,-12%[46.1 µM],13%,-39%[inhibitor]
Cc1ccc(-n2c(C)n[nH]c2=S)cc1,0.9%,-3%,7%,4%,-3%,11%,-1%,6%[1.84 µM]
O=C1C(=O)N(CCO)C(c2cccc(F)c2)/C1=C(\O)c1ccc(Cl)cc1 (stereo unspecified),-0.9%,-5%,u,-4%,6%,13%[46.1 µM],-10%,15%
Cc1ccc(NC(=O)COC(=O)c2ccc([N+](=O)[O-])o2)cc1S(=O)(=O)N1CCCCC1,-2.7%,6%,4%,-7%,3%,9%,-2%,11%
CCc1nc2scc(-c3ccccc3)c2c(=O)n1N,0.9%,8%,20%[38.3 µM],-1%,0%,6%[46.1 µM],0%,-12%
CCOC(=O)COc1ccc2c(C)cc(=O)oc2c1C(=O)c1ccccc1,-2.0%,4%,1%,u,0%,-18%,-5%,-13%
O=C(Cn1nnc2ccccc2c1=O)N[C@@H](Cc1c[nH]c2ccccc12)C(=O)O,-0.9%,6%,4%,-2%,1%,18%,7%,17%
COC(=O)C1=C(C)N=C2SCCC(=O)N2C1c1cccs1 (stereo unspecified),-0.2%,3%,2%[38.3 µM],3%,15%,-7%[46.1 µM],-8%,0%
O=C(CN1CCCCC1)n1c2ccccc2c2ccccc21,1.1%,-10%,x,2%,x,-1%[7.67 µM],-13%,x

# Next section:
SMILES,Epigenetic reg,RGS12 GoLoco inh,IMPase Li inh,KDM4E inh,KinaseGlo FLuc,NPSR antagonist,RECQ1 helicase,SMN2 splice enh
O=C(Nc1ccc(-c2nnc3n2CCCCC3)cc1)c1cc2ccccc2o1,2.2%,-3%,-2%,-4%,-4%,4%,4%,-2%
COc1ccc([N+](=O)[O-])cc1NC(=O)Cc1ccc(Cl)cc1,0.0%,5%,4%,7%,1%,1%,-6%,-15%[1.84 µM]
CC1CC(C(F)F)n2nc(C(=O)O)cc2N1 (stereo unspecified),-1.6%,5%,6%[38.3 µM],-9%,4%,1%[46.1 µM],5%,-7%
CCn1cc([N+](=O)[O-])nc1C,-0.9%,15%,-7%,-4%,3%,14%,-4%,-10%
CC1=NN(c2ccccc2)C(=O)[C@@H]1N=Nc1ccc(S(N)(=O)=O)cc1,x,16%[14.2 µM],6%,x,0%[7.66 µM],x,x,-8%[9.22 µM]
Cc1ccc2c(CC(=O)N3CCc4ccccc43)coc2c1,0.2%,13%,-3%[38.3 µM],3%,9%,u,-13%,14µM*
Cn1c(SCC(=O)N2CCCc3ccccc32)nnc1-c1cccs1,-1.0%,4%,-5%[38.3 µM],0%,-3%,-5%[46.1 µM],-4%,-8%

# Sorted by molar mass (rising): part of the list above.
SMILES,Epigenetic reg,RGS12 GoLoco inh,IMPase Li inh,KDM4E inh,KinaseGlo FLuc,NPSR antagonist,RECQ1 helicase,SMN2 splice enh
COc1ccc([N+](=O)[O-])cc1NC(=O)Cc1ccc(Cl)cc1,0.0%,5%,4%,7%,1%,1%,-6%,-15%[1.84 µM]
Cn1c(SCC(=O)N2CCCc3ccccc32)nnc1-c1cccs1,-1.0%,4%,-5%[38.3 µM],0%,-3%,-5%[46.1 µM],-4%,-8%
O=C(Nc1ccc(-c2nnc3n2CCCCC3)cc1)c1cc2ccccc2o1,2.2%,-3%,-2%,-4%,-4%,4%,4%,-2%

# These rows are one share of the data. The share of hits here may be higher or lower than overall.
